Screening results deposited in PubChem by Sanford-Burnham Center for Chemical Genomics.
APJ agonist: agonists of human APJ apelin receptor; P35414; 330,000 compounds, 0.11% hits; CHO-K1 APJ PathHunter beta-arrestin, luminescence; 0% DMSO wells, 100% apelin; activation, % at 20 µM;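 active = activation more than six SD over the plate average, tested at 20 µM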;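 note: 0% = DMSO alone and 100% = apelin-13 at 10 nM; some results filed as inactive read as strong as hits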
Target sequence (P35414 whole entry, looked up): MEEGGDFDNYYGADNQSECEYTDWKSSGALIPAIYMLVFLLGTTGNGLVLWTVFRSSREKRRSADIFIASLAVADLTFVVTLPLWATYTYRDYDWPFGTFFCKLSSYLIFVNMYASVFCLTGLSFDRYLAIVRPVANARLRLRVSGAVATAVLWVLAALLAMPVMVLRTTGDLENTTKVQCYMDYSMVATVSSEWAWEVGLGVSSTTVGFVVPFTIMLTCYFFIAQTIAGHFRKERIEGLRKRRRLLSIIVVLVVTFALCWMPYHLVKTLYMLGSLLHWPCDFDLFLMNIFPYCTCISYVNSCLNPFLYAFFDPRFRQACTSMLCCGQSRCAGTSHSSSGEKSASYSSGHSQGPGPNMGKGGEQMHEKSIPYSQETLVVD
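assay system = CHO-K1 APJ beta-arrestin complementation cell line | input = cell density 1000 per well | dosing = compound 20 µM once, DMSO 1% | timing = compound 90 min 25 °C, reagent 1 h | measured by = luminescence from split beta-galactosidase complementation, Galacton Star/Emerald II substrate | read-out basis = APJ agonist activity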
CXCR6 block: CXCR6 (human) receptor inhibition; O00574; CHO-K1 PathHunter CXCR6 beta-arrestin, luminescence; inhibition, % at 20 µM; 360,000 compounds, 0.36% hits; AID 602244; in the data active = inhibition above about 34%, passing the limit was not always enough;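 note: antagonist mode with CXCL16 agonist at 10 nM final; 0% = 10 nM CXCL16 with DMSO and 100% = unstimulated wells without agonist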
CCR6 antagonist: antagonists of human CCR6 receptor; P51684; CHO-K1 CCR6 PathHunter beta-arrestin, luminescence, CCL20-stimulated; inhibition, % at 20 µM; 340,000 compounds, 0.49% hits; AID 493098;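 active = compounds whose inhibition of the agonist-driven luminescence signal at 20 µM reaches about 50%, limit read from the data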;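 note: cells stimulated with CCL20 at 14 nM final; plate controls were DMSO with CCL20 for no effect and DMSO without agonist for full effect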
APJ antag: APJ receptor antagonism | AID 2521 | P35414 | CHO-K1 APJ beta-arrestin complementation, luminescence | inhibition, % at 20 µM | 330,000 compounds, 0.32% hits;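 active = inhibition above about 40% at 20 µM, limit read from the data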;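 note: cells challenged with 10 nM apelin-13 agonist together with compound; plate controls were apelin-13 plus DMSO wells for no effect and DMSO wells lacking apelin-13 for full effect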
UBC13 inh: human UBC13 polyubiquitination inhibition; UBC13 polyubiquitin chain formation, TR-FRET; 330,000 compounds, 0.47% hits; P61088; inhibition, % at 20 µM; AID 485273; in the data active = inhibition above about 45%, passing the limit was not always enough
Target sequence (P61088 whole entry, looked up): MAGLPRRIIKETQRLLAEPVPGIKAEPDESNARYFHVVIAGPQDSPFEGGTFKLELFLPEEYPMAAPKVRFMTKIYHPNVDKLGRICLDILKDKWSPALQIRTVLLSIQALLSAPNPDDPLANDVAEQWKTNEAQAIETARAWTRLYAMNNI
ATG4B inh: inhibitors of human ATG4B cysteine protease; 340,000 compounds, 0.51% hits; AID 504462; ATG4B cleavage of LC3-PLA2, NBD-HPC fluorescence, 1 h; Q9Y4P1; inhibition, % at 8.33 µM; in the data active = inhibition above about 40%
EBI2 block: EBI2 (human) antagonism; EBI2 beta-arrestin recruitment, luminescence, 7a,25-OHC stimulated; 360,000 compounds, 0.81% hits; inhibition, % at 5 µM; P32249; in the data active = inhibition above about 38%;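 note: enzyme fragment complementation signal reports receptor beta-arrestin coupling in cells; 0% = agonist plus DMSO wells and 100% = wells without agonist; some results beyond the cut were filed as inactive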
Target sequence (P32249 whole entry, looked up, the tested form may be a part): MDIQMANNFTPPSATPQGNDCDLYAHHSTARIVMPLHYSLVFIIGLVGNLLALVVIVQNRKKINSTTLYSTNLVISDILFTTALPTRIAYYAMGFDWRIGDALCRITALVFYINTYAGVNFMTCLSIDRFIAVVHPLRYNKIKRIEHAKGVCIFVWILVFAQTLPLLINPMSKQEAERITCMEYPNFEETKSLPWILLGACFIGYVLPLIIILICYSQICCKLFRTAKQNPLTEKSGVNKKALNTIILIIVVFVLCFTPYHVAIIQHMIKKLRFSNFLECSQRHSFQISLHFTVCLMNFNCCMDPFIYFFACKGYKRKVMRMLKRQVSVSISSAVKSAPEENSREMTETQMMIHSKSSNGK
Gli-Sufu antag: antagonists of Gli-Sufu signaling | Sufu-KO-LIGHT fibroblasts, Gli luciferase reporter luminescence | inhibition, % at 5 µM | 340,000 compounds, 0.74% hits | AID 588413;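 active = inhibition above about 55%, limit read from the data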;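 note: 0% = DMSO-treated cells and 100% = wells with medium but no cells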
Numbers without * were called inactive; / = not tested or not shown.

SMILES	APJ agonist	CXCR6 block	CCR6 antagonist	APJ antag	UBC13 inh	ATG4B inh	EBI2 block	Gli-Sufu antag
COc1cc(OC)cc(-c2n[nH]c(=S)n2-c2ccc3c(c2)OCCO3)c1	0	3	-11	5	2	-4	-2	-8
CCCC(=O)Nc1ccc2nc(SCC(=O)Nc3ccc(N4CCOCC4)c(Cl)c3)sc2c1	-3	2	8	-10	3	-7	27	-26
Cc1onc(-c2ccccc2)c1C(=O)NC(C)C	-4	-5	-8	0	-1	-13	-7	4
COc1nc(C)ccc1-c1noc(-c2ccncc2)n1	-4	-7	0	13	10	-6	1	-43
Cc1cc(NC(=O)CC2Oc3ccccc3NC2=O)ccc1Br (stereo not drawn)	0	-1	-6	8	-2	-4	-14	1
Cc1cc(-c2sccc2C)nc(-n2cccc2)n1	-5	-8	7	0	16	17	14	10
Cc1ccc(C(=O)CSc2n[nH]c(C)n2)cc1	-1	0	5	5	2	0	-4	3
CCc1cccc(C)c1Nc1nc2ccccc2n2cnnc12	0	-11	-2	10	-2	2	5	4
COc1ccc(C(=O)NCCONC(=O)c2ccc(OC)cc2)cc1	8	5	-10	7	8	-11	4	-11
CCc1ccc(C2C(C#N)=C(N)SC(N)=C2C#N)s1	-3	-1	21	6	-1	0	3	20
Cc1cc(OCC(=O)NC(Cc2ccc(Cl)cc2)C(=O)O)c2c(C)cc(=O)oc2c1 (stereo not drawn)	0	1	10	4	2	-22	-4	1
COc1ccc(N2CCN(c3ncnc4scc(-c5ccc(C)cc5)c34)CC2)cc1	-1	10	3	18	8	-10	28	10
COc1ccc(S(=O)(=O)N(NC2=NS(=O)(=O)c3ccccc32)C(=O)C(C)C)cc1	-2	9	15	1	-8	2	-3	-12
COc1ccc(NC(=O)CC2C(=O)N(Cc3ccccc3)C(=S)N2CCN2CCOCC2)cc1 (stereo not drawn)	-2	-2	-2	-1	-1	1	10	5
CCOC(=O)C1CCN(CC(=O)Nc2c(C(=O)OC)n(C)c3cccc(C)c23)CC1	-3	-5	-12	-12	-2	-12	1	5
COc1ccc(C(=O)N/N=C\c2coc3ccc(C)cc3c2=O)cc1	1	-4	-17	29	-5	2	-1	-4
COC(=O)Cc1[nH]n(-c2ccccc2)c(=O)c1C=Nc1ccc(C)cc1	-3	-2	10	4	5	-3	4	15
O=C(Nc1ccc(Cl)c(Cl)c1)OCCNC(=O)c1cccc(Cl)c1	-7	-12	5	-21	4	-6	8	-9
CCOc1ccc(-c2cn(-c3ccccc3OC)c(=S)[nH]2)cc1	1	-4	4	-2	1	-5	3	14
O=C(c1ccccc1)N(Cc1cccc(Br)c1)C1CCS(=O)(=O)C1 (stereo not drawn)	4	-5	15	0	-8	-9	-7	9

Some of these compounds in order of molecular weight, descending.
SMILES	APJ agonist	CXCR6 block	CCR6 antagonist	APJ antag	UBC13 inh	ATG4B inh	EBI2 block	Gli-Sufu antag
O=C(Nc1ccc(Cl)c(Cl)c1)OCCNC(=O)c1cccc(Cl)c1	-7	-12	5	-21	4	-6	8	-9
COC(=O)Cc1[nH]n(-c2ccccc2)c(=O)c1C=Nc1ccc(C)cc1	-3	-2	10	4	5	-3	4	15
CCOc1ccc(-c2cn(-c3ccccc3OC)c(=S)[nH]2)cc1	1	-4	4	-2	1	-5	3	14

Continued.
SMILES	APJ agonist	CXCR6 block	CCR6 antagonist	APJ antag	UBC13 inh	ATG4B inh	EBI2 block	Gli-Sufu antag
COc1ccccc1CNC(=O)c1ccc(S(=O)(=O)N2CCCC2)cc1	-5	-7	-5	17	4	3	0	-5
CC(=O)Nc1cccc(C(=O)N/N=C/c2cccnc2)c1	-1	8	4	-3	-1	7	0	11
CCOC(=O)c1nnn(-c2nonc2-n2cccc2)c1CN1CCOCC1	-4	5	-10	-5	8	8	-26	/
Cc1cccc(OCC(=O)NCCNC(=O)c2ccco2)c1	-2	-2	6	-4	4	4	7	-12
COc1ccccc1N(CC(=O)NCCc1ccccc1)C(=O)CCC(=O)Nc1ccccn1	1	-7	12	-6	0	-18	-10	32
O=C(CCl)Nc1ccc(N2CCCCCC2)cc1	-1	-9	1	-12	10	4	-9	19
NC(=S)N/N=C/c1ccccc1OCCSc1ccc(Cl)cc1	-2	2	30	24	1	-8	20	21
CCN(CC)C(=O)c1ccc(Nc2nnc(-c3ccc(O)cc3)c3ccccc23)cc1	0	-2	10	-9	-15	21	-2	5
CN=C(c1ccc(C)cc1)n1c(=S)nc(-c2ccc(C)cc2)n(C)c1=S	-6	14	23	13	-1	4	26	-17
Cc1ccc(C)c(S(=O)(=O)NC(Cc2c[nH]c3ccccc23)C(=O)O)c1 (stereo not drawn)	0	7	-12	-22	-2	2	5	6
Cc1cc(C(C)(C)C)oc1C(=O)O	-3	-4	-9	2	6	-9	2	-3
O=C(Cn1cnc2c(NCc3ccccc3)ncnc21)NCc1ccc2[nH]ccc2c1	/	-7	-1	/	/	12	0	2
Cc1cccc(C)c1OCCCCCNCCO	-4	2	20	7	-2	0	1	-15
CCCCn1c(CN(Cc2ccccc2)Cc2ccccc2)nc2c1c(=O)n(C)c(=O)n2C	-4	-5	23	3	10	-1	18	-2
Cn1c(SCC(=O)N2CCCCC2)nc2c(c1=O)SCC2	-2	2	11	-26	-13	-2	3	-7
CC(CC(=O)N(CCC1=CCCCC1)c1c(N)n(Cc2ccccc2)c(=O)[nH]c1=O)c1ccccc1 (stereo not drawn)	-6	2	-1	-11	-9	2	9	1
O=C(Nc1ccccc1)c1nsnc1C(=O)Nc1ccccc1	-1	-4	-25	8	9	-10	-11	-3
CN1CCc2c(sc3c2C(=O)NC(/C=C\c2ccccc2)N3)C1 (stereo not drawn)	-2	-4	4	-6	-8	-10	14	10
O=C(CCN1C(=O)C2C3CC(C(Br)C3Br)C2C1=O)OCC(=O)c1ccccc1 (stereo not drawn)	-3	0	-4	1	7	-7	-9	5
CN(C)c1ccc(-c2cccc(C3CC=CC4C3C(=O)N(Cc3ccccc3)C4c3ccc(C(F)(F)F)cc3)c2)cc1 (stereo not drawn)	-4	10	6	-45	-16	-5	-1	22
NC1=NC(=O)/C(=C\c2ccc(-c3ccc(Cl)cc3)o2)S1	-2	-6	4	4	10	-6	-3	-9
O=C(COC(=O)CC1CCCC1)Nc1cccc(F)c1	-4	6	12	-6	-6	3	-8	3
O=C(COc1ccccc1N1C(=O)C2C3C=CC(C3)C2C1=O)c1ccccc1 (stereo not drawn)	-5	3	-2	-1	9	-10	-2	3
Cc1ccc(OC(=O)CCC(=O)Oc2ccc(C)cc2C)c(C)c1	/	-6	16	/	/	-1	-3	2
COc1cc(O)c(C(CC(=O)N2CCN(c3ccccc3)CC2)c2ccc3c(c2)OCO3)c(OC)c1 (stereo not drawn)	0	-3	13	15	6	-1	5	-36
CN(CC(=O)Nc1cccc(F)c1)C(=O)COc1ccc2c(c1)CCC2	-5	-12	-6	1	11	-5	6	-3
O=C(c1nn2c(C(F)(F)F)cc(-c3ccccc3)nc2c1Cl)N1CCN2CCCC2C1 (stereo not drawn)	-2	4	5	9	-4	-8	-7	23
Cc1cc(C)c2c(N)c(C(=O)Nc3ccc(F)cc3)sc2n1	0	-5	0	-8	6	0	0	-78
Cc1cc(/C(O)=C2\C(=O)C(=O)N(CCN(C)C)C2c2ccncc2)ccc1OCc1ccccc1 (stereo not drawn)	-2	1	1	7	-8	2	-8	-11
CC(C)(C)NC(=O)CSc1nnc(-c2ccccn2)n1Cc1ccccc1	-3	0	11	-14	-6	2	-12	5
Cc1ccc(C)c(NC(=O)c2cc(-c3cccnc3)nc3ccccc23)c1	0	6	14	16	-3	4	-3	5
Cc1ccc(NC(=O)CSc2nnnn2C2CCCC2)cc1S(=O)(=O)N1CCOCC1	0	-12	4	0	4	-11	5	3
O=C(CCCc1ccccc1)NCc1ccccc1Cl	3	5	16	6	2	8	-2	-6
Cc1onc(-c2c(Cl)cccc2Cl)c1C(=O)N1CCN(c2ccccc2)CC1	-4	0	12	-2	5	-4	1	4
O=S(=O)(c1ccc(Cl)c(C(F)(F)F)c1)N1CCN(CC(O)COCC2CCCO2)CC1 (stereo not drawn)	-3	2	-6	-7	-2	-15	-6	6
Cc1ccccc1-n1c(O)c(/C=N/N2CCCCC2c2cccnc2)c(=O)[nH]c1=O (stereo not drawn)	-4	1	13	10	-1	-1	-3	35
CCCC(C)NC(=O)COC(=O)c1cccc(NS(C)(=O)=O)c1 (stereo not drawn)	-2	4	-3	-21	13	9	-8	-6
N#Cc1ccc(Cl)cc1NC(=O)COC(=O)c1ccc2c(c1)OCCO2	0	7	-2	-5	5	-13	-8	-2
C=CCOC(=O)C1=C(C)NC(=O)NC1/C=C/c1ccccc1 (stereo not drawn)	-5	0	17	0	7	0	-9	-72
COCCN(C(=O)c1c(C)noc1C)c1c(N)n(CC(C)C)c(=O)[nH]c1=O	-2	3	1	8	0	-17	-4	-5
CCOC(=O)C1CCCN(C(=O)c2cnn3c(C(F)(F)F)cc(-c4ccccc4)nc23)C1 (stereo not drawn)	-9	9	3	26	-2	-7	11	13
COc1ccc2cc(C3(C)NC(=O)NC3=O)ccc2c1 (stereo not drawn)	-3	2	7	6	4	4	-3	-3
O=C(c1cc2ccccc2oc1=O)N1CCN(c2ncccn2)CC1	5	3	3	-10	-9	-2	-2	-20

Of the compounds above, these contain an aryl methoxy group:
SMILES	APJ agonist	CXCR6 block	CCR6 antagonist	APJ antag	UBC13 inh	ATG4B inh	EBI2 block	Gli-Sufu antag
COc1cc(OC)cc(-c2n[nH]c(=S)n2-c2ccc3c(c2)OCCO3)c1	0	3	-11	5	2	-4	-2	-8
COc1nc(C)ccc1-c1noc(-c2ccncc2)n1	-4	-7	0	13	10	-6	1	-43
COc1ccc(C(=O)NCCONC(=O)c2ccc(OC)cc2)cc1	8	5	-10	7	8	-11	4	-11
COc1ccc(N2CCN(c3ncnc4scc(-c5ccc(C)cc5)c34)CC2)cc1	-1	10	3	18	8	-10	28	10
COc1ccc(S(=O)(=O)N(NC2=NS(=O)(=O)c3ccccc32)C(=O)C(C)C)cc1	-2	9	15	1	-8	2	-3	-12
COc1ccc(NC(=O)CC2C(=O)N(Cc3ccccc3)C(=S)N2CCN2CCOCC2)cc1 (stereo not drawn)	-2	-2	-2	-1	-1	1	10	5
COc1ccc(C(=O)N/N=C\c2coc3ccc(C)cc3c2=O)cc1	1	-4	-17	29	-5	2	-1	-4
CCOc1ccc(-c2cn(-c3ccccc3OC)c(=S)[nH]2)cc1	1	-4	4	-2	1	-5	3	14
COc1ccccc1CNC(=O)c1ccc(S(=O)(=O)N2CCCC2)cc1	-5	-7	-5	17	4	3	0	-5
COc1ccccc1N(CC(=O)NCCc1ccccc1)C(=O)CCC(=O)Nc1ccccn1	1	-7	12	-6	0	-18	-10	32
COc1cc(O)c(C(CC(=O)N2CCN(c3ccccc3)CC2)c2ccc3c(c2)OCO3)c(OC)c1 (stereo not drawn)	0	-3	13	15	6	-1	5	-36
COc1ccc2cc(C3(C)NC(=O)NC3=O)ccc2c1 (stereo not drawn)	-3	2	7	6	4	4	-3	-3
